Assay outcomes from PubChem.
MCF10A rereplic = DNA re-replication induction in MCF 10a cells; MCF 10A DNA re-replication, Hoechst nuclear intensity, 48 h; Potency, µM (titrated, usually from 46.1 µM), without a hit: top-dose activity, positive = re-replication, actives largely listed as activators; 350,000 compounds, 2.9% hits; AID 624296; also: potency is read from the fitted curve at half-maximal effect; % of control where 0% means no effect; nearly all actives have a fitted effect of over 50% in size
A549 viability = counter-screen for Nrf2 inhibitors: cytotoxicity in A549 cells. A549 ARE-Fluc cells, CellTiter-Fluor viability, 18-24 h. Potency, µM (top dose mostly 46 µM), for inactives: at the highest dose activity change, negative = cytotoxicity, actives largely listed as inhibitors. 390,000 compounds, 0.16% hits; also: potency is read from the fitted curve at half-maximal effect; % is scaled to controls: 0 for no effect and ±100 for the full control effect
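Cytotoxicity counterscreen: CellTiter-Fluor fluorescence was measured in A549 ARE_Fluc cells after 18-24 h of compound exposure in a concentration series. The subsequent BugLite luminescent read reports ARE-luciferase activity.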
ATXN2 expr inh = inhibitors of ATXN2 expression; Potency, µM (series often up to 57 µM), without a hit: top-dose activity change, negative = inhibition, usual class: inhibitors; HEK-293 ATXN2-luciferase reporter, luminescence, 24 h; 360,000 compounds, 0.72% hits; also: potency is read from the fitted curve at half-maximal effect; % is scaled to controls: 0 for no effect and ±100 for the full control effect; nearly all actives have a fitted effect of over 55% in size
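qHTS (up to 57 uM final) was run with 24 h compound exposure of reporter cells at 37 °C. Each well was multiplexed: SteadyGlo luminescence measured ATXN2-luciferase expression after a fluorogenic Gly-Phe-AFC viability readout (25 uM final).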
HepG2 tox = counter-screen for TGF-b inhibitors: cytotoxicity in HepG2 cells | HepG2 CAGA-GFP viability, ATP luminescence, 18 h | Potency, µM (top dose mostly 46.1 µM), for the others: at the top dose activity change, negative = cytotoxicity, hits mostly cytotoxic | 410,000 compounds, 0.76% hits; also: potency is read from the fitted curve at half-maximal effect; some results filed as inactive show a strong effect at the top dose
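CellTiter-Glo luminescence gave cytotoxicity after 18 hours at 37 degrees C. The cells were HepG2 CAGA-GFP in 1% FBS DMEM, stimulated with 500 pg/mL TGF-beta after compound addition. %Activity was normalised to no-cell wells (complete cell-killing) and DMSO (no toxicity), and curves were fitted and classified.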
ATXN viability = reduces viability in counter-screen for ATXN expression inhibitors; S2 cells (HEK-293 line with an ATXN2-luciferase reporter) viability, CellTiter-Fluor protease fluorescence, 24 h; Potency, µM (series often up to 56.7 µM), hits mostly cytotoxic; 400,000 compounds, 0.49% hits; AID 651635; also: potency is read from the fitted curve at half-maximal effect; nearly all actives have a fitted effect of over 40% in size
TGFb SMAD3 inh = inhibitors of TGF-b signaling; HepG2 CAGA-GFP TGF-b/SMAD3 reporter, GFP fluorescence, 18 h; TGF-beta stimulated, 500 pg/mL final; Potency, µM (series often up to 46.1 µM), for the others: at the highest dose activity, negative = inhibition, hits mostly inhibitors; 410,000 compounds, 1.2% hits; AID 588855; also: potency is read from the fitted curve at half-maximal effect; % is scaled to controls: 0 for no effect and ±100 for the full control effect; nearly all actives have a fitted effect of over 65% in size
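TGF-beta reporter screen: HEPG2 CAGA-GFP, 1% FBS, 500 pg/mL TGF-beta final, 18 h; per-cell GFP summed per well; curves fitted and categorized by class.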
Nrf2 ARE act = activators of Nrf2 (ARE) signaling; AREc32 ARE-luciferase reporter (MCF7-derived line), luminescence, 24 h; Potency, µM (highest dose often 46.1 µM), without a hit: top-dose activation, usual class: activators; 410,000 compounds, 0.31% hits; also: potency is read from the fitted curve at half-maximal effect; % of control where 0% means no effect; nearly all actives have a fitted effect of over 65% in size
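ARE-driven firefly luciferase activity in AREc32 cells measured after a 24 hr compound exposure at 37 deg C, using Steady-Glo reagent and a 30 min room-temperature hold.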
Nrf2 inh = blocks Nrf2 signaling; Potency, µM (series often up to 46 µM), inactives show at the highest dose activity change, negative = inhibition, actives largely listed as inhibitors; 360,000 compounds, 2.1% hits; A549 ARE-Fluc reporter, luciferase luminescence, 18-24 h; also: potency is read from the fitted curve at half-maximal effect; % is scaled to controls: 0 for no effect and ±100 for the full control effect; nearly all actives have a fitted effect of over 60% in size
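Concentration-response testing used A549 ARE_Fluc cells at 5000 cells/well. Following an 18-24 h compound incubation, viability was read by fluorescence (Ex 405/Em 525) and luciferase output by luminescence.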
IL1B secr inh = inhibitors of inflammasome signaling (IL-1 beta secretion); THP-1 LPS/ATP IL-1B secretion, AlphaLISA, 16 h; active compounds read low; activity change, % at 57.5 µM; 360,000 compounds, 4.7% hits; AID 743279; in the data active = activity change below about -50%; inconclusive = mostly about -30% to -49%; also: % is scaled to controls: 0 for no effect and ±100 for the full control effect
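Secreted IL-1B measured by AlphaLISA bead assay after 16 h compound exposure of THP-1 cells; compounds (final up to 57.5 uM) added 1 h before LPS (250 ng/mL) and ATP (1.25 mM) stimulation; lower signal means less secretion.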
The depositor's hits bear a star; i = inactive; ? = inconclusive; · = no result given; [ ] = another dose, or the depositor's remark. Unless noted, calls follow the shape of the dose curve; as a rule, active = well fitted curve in the direction sought with a large enough effect; inconclusive = small, poorly fitted or top-dose-only effect, or another doubt; inactive = no such curve, though single readings can be large; an effect the other way counts as inactive or inconclusive.

#1 COc1ccccc1/C(C)=N/NC(=S)NCc1ccccc1
#2 CC(c1ccco1)N(C(=O)c1ccc(F)cc1)c1ccccn1 (stereo unspecified)
#3 O=C(NS(=O)(=O)Oc1ccccc1F)OC[C@@H]1CCCN2CCCCC12 (stereo partly specified)
#4 COc1ccc(N2CCN(C(=O)c3c(Cl)cnn3C)CC2)cc1
#5 Cc1cc(NC(=O)CSc2nnc3ccccn23)no1

compound no.,1,2,3,4,5
MCF10A rereplic,-2%,1%,?,-2%,0%
A549 viability,2%,-9%,3%,5%,0%
ATXN2 expr inh,15%,-1%,-3%,-2%,-14%
HepG2 tox,12%,9%,-5%,-14%,1%
ATXN viability,i,i,i,i,i
TGFb SMAD3 inh,?,-12%,-7%,-12%,6%
Nrf2 ARE act,3.8%,-0.5%,0.0%,-0.1%,-0.3%
Nrf2 inh,-9%,-12%,4%,19%,?
IL1B secr inh,?,9,-13,0,0

Rewritten as a markdown table: entries from further up
| nr | SMILES | MCF10A rereplic | A549 viability | ATXN2 expr inh | HepG2 tox | ATXN viability | TGFb SMAD3 inh | Nrf2 ARE act | Nrf2 inh | IL1B secr inh |
| --- | --- | --- | --- | --- | --- | --- | --- | --- | --- | --- |
| 1 | COc1ccccc1/C(C)=N/NC(=S)NCc1ccccc1 | -2% | 2% | 15% | 12% | i | ? | 3.8% | -9% | ? |
| 2 | CC(c1ccco1)N(C(=O)c1ccc(F)cc1)c1ccccn1 (stereo unspecified) | 1% | -9% | -1% | 9% | i | -12% | -0.5% | -12% | 9 |

Continuation.
#6 O=S(=O)(Nc1cccc2cccnc12)C1CC1
#7 O=C(CN1C(=O)c2ccccc2S1(=O)=O)c1ccc(OC(F)F)cc1
#8 O=C(COc1ccccc1)N1CCc2ccccc21
#9 COc1ccc(OCCn2cnc(Cl)c2Cl)cc1
#10 COc1cc(C(c2sc3nc(C)nn3c2O)N2CCOCC2)cc(OC)c1OC (stereo unspecified)

compound no.,6,7,8,9,10
MCF10A rereplic,·,1%,-1%,-1%,-6%
A549 viability,1%,0%,1%,1%,0%
ATXN2 expr inh,·,2µM*,·,15%,-9%
HepG2 tox,-26%,6%,4%,25%,3%
ATXN viability,·,i,i,i,i
TGFb SMAD3 inh,?,11%,-6%,19%,9%
Nrf2 ARE act,·,-1.9%,5.1%,0.6%,0.1%
Nrf2 inh,-19%,?,?,?,0%
IL1B secr inh,·,-8,0,-14,-25

#11 O=C(N/N=C\c1cn[nH]c1-c1ccccc1)c1ccc([N+](=O)[O-])cc1
#12 CC(C)NC(NC(=O)/C=C/c1ccccc1)C(Cl)(Cl)Cl (stereo unspecified)
#13 CC(=O)Nc1ccc(NC(=O)C(c2ccccc2)N2Cc3ccccc3C2=O)cc1 (stereo unspecified)
#14 COCc1nn2c(N)c(-c3ccccc3)cnc2c1-c1ccccc1
#15 CCOc1ccc(-c2nc3n(c(=O)c2C#N)CCCS3)cc1

compound no.,11,12,13,14,15
MCF10A rereplic,3%,2%,·,?,?
A549 viability,-1%,1%,16%,-1%,-9%
ATXN2 expr inh,3%,-13%,·,35%[activator],25%
HepG2 tox,1%,-7%,-2%,-1%,5%
ATXN viability,i,i,·,i,i
TGFb SMAD3 inh,1%,-3%,-24%,4%,-13%
Nrf2 ARE act,0.4%,0.0%,-0.7%,-0.2%,1.2%
Nrf2 inh,18%,?,?,2%,?
IL1B secr inh,-3,-10,·,-12,?

#16 Cc1onc(-c2ccccc2)c1C(=O)N/N=C/c1c[nH]c2ccccc12
#17 COCCN(C(=O)CSc1nnc(Nc2ccccc2F)s1)c1c(N)n(Cc2ccccc2)c(=O)[nH]c1=O
#18 CCCCCOP(=O)(c1ccccc1)c1ccccc1
#19 CCc1ccc(C(=O)Nc2nnn(CC)n2)cc1
#20 CCOC(=O)c1csc(NC(=O)CSc2nnnn2-c2cccc(OC)c2)n1

compound no.,16,17,18,19,20
MCF10A rereplic,?,0%,2%,-13%,7%
A549 viability,?,-9%,-1%,-2%,2%
ATXN2 expr inh,?,16%,-2%,?,3%
HepG2 tox,-90%,-6%,-12%,-19%,4%
ATXN viability,i,i,i,i,?
TGFb SMAD3 inh,-17%,3%,-20%,0%,15%
Nrf2 ARE act,8.4%,-0.1%,5.9%,-1.5%,-0.6%
Nrf2 inh,15µM*,15%,2%,·,·
IL1B secr inh,-72*,?,?,-3,-5

Part of the list above, reformatted:
item | structure | MCF10A rereplic | A549 viability | ATXN2 expr inh | HepG2 tox | ATXN viability | TGFb SMAD3 inh | Nrf2 ARE act | Nrf2 inh | IL1B secr inh
19 | CCc1ccc(C(=O)Nc2nnn(CC)n2)cc1 | -13% | -2% | ? | -19% | i | 0% | -1.5% | · | -3
20 | CCOC(=O)c1csc(NC(=O)CSc2nnnn2-c2cccc(OC)c2)n1 | 7% | 2% | 3% | 4% | ? | 15% | -0.6% | · | -5

Later entries:
#21 CCOC(=O)N1CCN(c2ccc(C(C)=O)cc2F)CC1
#22 CCNC(=O)NC(=O)C(C)OC(=O)c1oc2ccc(OCC)cc2c1C (stereo unspecified)
#23 COCCN(CCOC)c1nc(-c2ccc(Cl)cc2)nc2ccccc12
#24 CCOC(=O)C1CCN(CCC(=O)Nc2cc(C)ccc2C)CC1
#25 CCc1nc2ccc(C(=O)N(C)CCCN(C)C)cn2c1N(CC)CCOC

compound no.,21,22,23,24,25
MCF10A rereplic,-12%,7%,?,6%,·
A549 viability,-3%,-5%,22%,5%,·
ATXN2 expr inh,3%,6%,-35%,-2%,7%
HepG2 tox,-56%,-5%,-39%,1%,5%
ATXN viability,i,i,i,i,i
TGFb SMAD3 inh,-2%,-3%,?,-1%,25%
Nrf2 ARE act,0.0%,-0.6%,4.4%,-0.2%,-1.1%[9.22 µM]
Nrf2 inh,4%,4%,-8%,1%,·
IL1B secr inh,-5,17,34,-11,6

#26 Cc1ccc(CNC(=O)c2cc(-c3ccccc3)n(Cc3cc(C)no3)n2)cc1
#27 COC(=O)C(CO)Nc1ncnc2onc(-c3ccc(F)cc3)c12 (stereo unspecified)
#28 CCOC(=O)N1CCC(NC(=O)C(C)n2c3ccccc3c3cnn(C)c(=O)c32)CC1 (stereo unspecified)
#29 COc1nn(-c2nc(-c3ccccc3)cc(C(F)(F)F)n2)cc1[N+](=O)[O-]
#30 O=C(COC(=O)Cc1cccs1)NCc1ccc(F)cc1

compound no.,26,27,28,29,30
MCF10A rereplic,-2%,0%,-9%,4%,0%
A549 viability,-2%,9%,-11%,5%,-7%
ATXN2 expr inh,-13%,15%,1%,1%,2%
HepG2 tox,2%,-6%,4%,6%,5%
ATXN viability,i,i,i,i,i
TGFb SMAD3 inh,-23%,-12%,0%,-3%,4%
Nrf2 ARE act,-0.2%,-0.7%,0.4%,0.6%,-0.4%
Nrf2 inh,2%,0%,3%,9%,-6%
IL1B secr inh,-4,21,14,15,9

#31 COC(=O)C1=C(C)NC(=S)NC1c1ccc(-c2cc(Cl)ccc2Cl)o1 (stereo unspecified)
#32 CC[C@@H](C)[C@H](CN[C@H](CNC)[C@@H](C)O)NCCc1ccc(OC)cc1
#33 COc1ccc(CN(C)C(=O)c2ccccc2OCc2c(C)noc2C)cc1OC
#34 CCc1n[nH]c(=S)n1/N=C/c1ccc(N(C)c2ccccc2)cc1
#35 C=CCOC(=O)C1=C(C)NC(=S)C(C#N)(CC=C)C1c1ccccc1Cl (stereo unspecified)

compound no.,31,32,33,34,35
MCF10A rereplic,?,8%,0%,?,1%
A549 viability,?,-6%,-3%,2%,-5%
ATXN2 expr inh,-30%,-9%,8%,-43%,·
HepG2 tox,-10%,-1%,-2%,13%,-38%
ATXN viability,i,i,i,?,i
TGFb SMAD3 inh,?,2%,8%,?,11µM*
Nrf2 ARE act,3.7%,-0.2%,-0.2%,4.6%,4.2%
Nrf2 inh,-19%,3%,-29%,3%,9%
IL1B secr inh,33,?,18,5,0

#36 O=C(CN1CCN(c2ccc(O)cc2)CC1)Nc1ccc(SC(F)F)cc1
#37 CCOC(=O)Cc1csc(NC(=O)c2c(C)noc2C)n1
#38 O=C(NCCN=C1NS(=O)(=O)c2ccccc21)c1ccc2nccnc2c1
#39 Cn1c(NC(=O)/C=C/c2ccc(Cl)c(Cl)c2)cc(=O)n(C)c1=O
#40 O=C(c1ccc(F)cc1F)N1CCC(c2nc(-c3ccc(S(=O)(=O)N4CCCC4)cc3)no2)CC1

compound no.,36,37,38,39,40
MCF10A rereplic,?,6%,20%,?,·
A549 viability,-9%,2%,-10%,-3%,6%
ATXN2 expr inh,-17%,-3%,1%,6%,·
HepG2 tox,-2%,-5%,-9%,7%,0%
ATXN viability,i,i,i,i,·
TGFb SMAD3 inh,-3%,-11%,-13%,25%,28%
Nrf2 ARE act,0.5%,3.5%,0.7%,11%,0.2%
Nrf2 inh,?,-10%,-15%,20%,3%
IL1B secr inh,-9,65,26,0,·

#41 CC(C)(C)c1ccc(O)c(N=Cc2cc(Br)ccc2O)c1
#42 CSc1nc2cc(S(=O)(=O)N3CCCCC3)ccc2s1
#43 CCCC(c1nnnn1CCc1ccccc1)N1CCN(C(=O)c2ccco2)CC1 (stereo unspecified)
#44 CC1(C)CC(=O)C(CC2=C(O)CC(C)(C)CC2=O)=C(O)C1
#45 CN(C)c1ccc(CNC(=O)Cc2ccc(NC(=O)N3CCCCc4ccccc43)cc2)cc1
#46 Cc1cc(OCC(=O)Nc2ccc(S(=O)(=O)NC3=NCCCCC3)cc2)c(C(C)C)cc1Cl

compound no.,41,42,43,44,45,46
MCF10A rereplic,17%,7%,-1%,2%,·,?
A549 viability,0%,4%,0%,3%[1.84 µM],-10%,-6%
ATXN2 expr inh,·,-17%,4%,10%,7%,-21%
HepG2 tox,2%,-3%,11%,-2%,-27%,-53%
ATXN viability,i,i,i,i,i,i
TGFb SMAD3 inh,-7%,-22%,1%,-8%,-23%,?
Nrf2 ARE act,-0.3%,2.3%,-0.7%,-0.4%,6.9%,7.3%
Nrf2 inh,7%,-20%,7%,0%,?,?
IL1B secr inh,55,-17,-5,6,·,-21
